# Bioassay records as filed in PubChem.
# BLM helicase inh: inhibitors of human Bloom syndrome helicase BLM. P54132. recombinant BLM DNA unwinding, fluorescence dequenching. Potency, µM (highest dose often 56.1 µM), for the others: top-dose activity change, negative = inhibition, most hits filed as inhibitors. 0.2% of 350,000 active;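 note: potency is the fitted concentration of half-maximal effect; plate controls were vehicle for no effect and no enzyme for full effect; nearly all actives have a fitted effect of over 35% in size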
# Pol beta inh: inhibitors of human DNA polymerase beta; Potency, µM (series often up to 114 µM), for inactives: at the highest dose activity change, negative = inhibition, most hits filed as inhibitors; P06746; AID 485314; Pol beta primer extension/strand displacement, fluorescence kinetic; 1.3% of 340,000 active; note: potency is the fitted concentration of half-maximal effect; % is set by controls: 0 for no effect and ±100 for the full control effect
#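 Values derive from four-parameter Hill fits of normalized kinetic data: reads at 0 and 10 min following addition of 50 nM substrate to 10 nM Pol beta preincubated 15 min with compound.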
# APEX1 inh: inhibitors of human APE1 endonuclease | P27695 | recombinant APE1, TAMRA/BHQ-2 abasic DNA cleavage fluorescence | Potency, µM (doses to about 65.8 µM), for inactives: at the highest dose activity change, negative = inhibition, usual class: inhibitors | 0.35% of 350,000 active;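 note: potency is the fitted concentration of half-maximal effect; plate controls were vehicle for no effect and reference inhibitor for full effect; nearly all actives have a fitted effect of over 55% in size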
#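 Enzyme (0.75 nM final) and test compound are incubated 15 min at room temperature before adding 50 nM quenched THF abasic-site duplex. Cleavage dequenches TAMRA, followed at 525/598 nm over three reads one minute apart.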
# POLI inh: inhibitors of human DNA polymerase iota | Q9UNA4 | Pol iota fluorescent replication assay, 10 min | Potency, µM (highest dose often 115 µM), for the others: at the highest dose activity, negative = inhibition, usual class: inhibitors | 1% of 390,000 active | AID 588590; note: potency is the fitted concentration of half-maximal effect
# Target sequence (Q9UNA4 whole entry, looked up): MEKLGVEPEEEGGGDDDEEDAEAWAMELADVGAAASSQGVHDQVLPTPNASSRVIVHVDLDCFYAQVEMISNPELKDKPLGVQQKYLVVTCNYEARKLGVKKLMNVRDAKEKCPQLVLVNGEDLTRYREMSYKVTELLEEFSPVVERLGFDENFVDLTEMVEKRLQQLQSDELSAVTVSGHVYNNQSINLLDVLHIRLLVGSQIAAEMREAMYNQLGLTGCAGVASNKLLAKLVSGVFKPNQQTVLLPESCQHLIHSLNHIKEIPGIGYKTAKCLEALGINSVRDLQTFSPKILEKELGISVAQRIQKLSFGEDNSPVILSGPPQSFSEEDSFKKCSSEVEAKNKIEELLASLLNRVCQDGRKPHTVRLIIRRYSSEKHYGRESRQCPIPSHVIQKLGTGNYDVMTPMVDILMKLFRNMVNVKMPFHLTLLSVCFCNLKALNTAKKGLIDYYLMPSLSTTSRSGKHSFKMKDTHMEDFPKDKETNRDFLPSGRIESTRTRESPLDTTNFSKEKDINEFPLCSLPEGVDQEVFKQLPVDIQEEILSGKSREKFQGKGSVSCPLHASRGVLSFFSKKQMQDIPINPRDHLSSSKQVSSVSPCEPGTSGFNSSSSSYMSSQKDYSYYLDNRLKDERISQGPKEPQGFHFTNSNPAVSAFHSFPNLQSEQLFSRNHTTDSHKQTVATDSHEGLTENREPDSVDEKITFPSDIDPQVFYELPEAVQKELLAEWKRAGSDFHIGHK
#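 Pol iota at 10 nM preincubated 15 min with compounds at room temperature; reaction started with fluorescent substrate, 50 nM final. Fluorescence read kinetically at 0 and 10 min; buffer-only wells as negative control.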
# Pol kappa inh: inhibitors of human DNA polymerase kappa | Q9UBT6 | purified Pol kappa, fluorescent DNA synthesis assay, 10 min | Potency, µM (highest dose often 107 µM), inactives show at the highest dose activity, negative = inhibition, hits mostly inhibitors | 0.53% of 400,000 active; note: potency is the fitted concentration of half-maximal effect; % is set by controls: 0 for no effect and ±100 for the full control effect
#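 Kinetic fluorescence readout at 0 and 10 min followed reaction start with substrate at 50 nM final. Beforehand, enzyme (10 nM Pol kappa) stood 15 min with compound at room temperature; buffer-only wells were negative controls.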
# Pol eta inh: blocks human DNA polymerase eta activity; 1.2% of 390,000 active; Q9Y253; recombinant Pol eta, fluorescent DNA replication assay; AID 588591; Potency, µM (highest dose often 114 µM), for the others: top-dose activity change, negative = inhibition, usual class: inhibitors; note: potency is the fitted concentration of half-maximal effect; % is set by controls: 0 for no effect and ±100 for the full control effect
#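 Pol eta at 10 nM preincubated with compounds 15 min at room temperature; reaction started with fluorescent substrate (50 nM final) and read kinetically at 0 and 10 min.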
# Apoferritin bind: candidate novel general anesthetic via apoferritin binding. 0.074% of 350,000 active. Potency, µM (titrated, usually from 77.5 µM), inactives show at the top dose activity change, negative = displacement, actives largely listed as inhibitors. apoferritin/1-aminoanthracene competitive binding, fluorescence; note: potency is the fitted concentration of half-maximal effect; % is set by controls: 0 for no effect and ±100 for the full control effect; nearly all actives have a fitted effect of over 20% in size
# Target sequence (P02791 2-175 limits assumed): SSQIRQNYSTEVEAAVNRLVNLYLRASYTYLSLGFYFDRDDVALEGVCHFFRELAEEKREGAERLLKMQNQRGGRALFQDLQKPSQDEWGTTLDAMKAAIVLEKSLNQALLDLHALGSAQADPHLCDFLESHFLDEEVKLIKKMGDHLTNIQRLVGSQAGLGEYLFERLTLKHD
#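 10 uM apoferritin + 50% sat. 1-AMA, PBS; cpd 10 min RT; Ex380/Em535 endpoint; normalized to free probe vs complex; 4-param Hill fit; propofol titration as pos. ctrl.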
# Tb PGK inh: inhibitors of T. brucei phosphoglycerate kinase; P07378; PGK/GAPDH coupled, Kinase-Glo luminescence, 60 min; Potency, µM (doses to about 57.5 µM), for the others: top-dose activity change, negative = inhibition, usual class: inhibitors; 0.043% of 380,000 active; AID 602233; note: potency is the fitted concentration of half-maximal effect; % is set by controls: 0 for no effect and ±100 for the full control effect; nearly all actives have a fitted effect of over 60% in size
#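 Luminescent ATP detection (Kinase-Glo Plus) follows a 60-minute room-temperature incubation, with wells lacking PGK as controls. Buffer: 100 mM TEA (pH 7.6), 5 mM MgCl2, 0.01% Tween-20. Coupling enzyme GAPDH (100 nM final) supplies unstable 1,3-BPG in-well.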
# RXFP1 antagonist: antagonists of human relaxin receptor RXFP1; activity change, negative = inhibition, % at 57.5 µM; HEK293-RXFP1, relaxin-stimulated cAMP HTRF, 30 min; hits give low values; AID 1259400; 0.59% of 350,000 active; Q9HBX9;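 active = activity change of -60% or lower, but not beyond a set lower limit; inconclusive = change between -60% and -40%, or beyond the set limit; inactive = change above -40%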; note: % is set by controls: 0 for no effect and ±100 for the full control effect
# Active calls of the source: *; i = inactive; ? = inconclusive; / = no result given; & = joins results of further samples; [ ] = another dose, or the depositor's remark. Unless noted, calls come from the whole dose curve; as a rule, active = well fitted curve in the direction sought with a large enough effect; inconclusive = small, poorly fitted or top-dose-only effect, or another doubt; inactive = no such curve, though single readings can be large; an effect the other way counts as inactive or inconclusive. Some of the compounds tested. The share of hits here may be higher or lower than overall.
# The line under a structure holds: Pol eta inh	RXFP1 antagonist	POLI inh	Pol beta inh	BLM helicase inh	APEX1 inh	Pol kappa inh	Apoferritin bind	Tb PGK inh
- Cc1ccccc1N1CCN(C2=NC(=O)/C(=C/c3cn[nH]c3-c3ccccc3)S2)CC1
    -4%	-1	14%	12%	-2%	3%	-5%	9%	-6%
- CCN(CC)c1ccc(C(=O)Nn2cnc3ccccc3c2=O)cc1
    -6%	2	15%	1%	-7%	26%	0%	-11%	-1%
- CCN1CCN(C(=O)c2ccccc2NS(=O)(=O)c2ccc(Cl)cc2)CC1
    -10%	-7	121%[activator]	-10%	-1%	-1%	-8%	-3%	-10%
- CCN1CCN(c2cc(C)c3cc(NC(=O)CCC(=O)N4CCN(c5ccccc5)CC4)ccc3n2)CC1
    -3%	20	25%	17%	5%	7%	-3%	-14%	-1%
- Cc1ccc([N+](=O)[O-])cc1NC(=O)C(Sc1ccccc1)c1ccccc1 (stereo not given)
    -15%	-11	5%	-17%	-1%	3%	-19%	-5%	-9%
- CCOC(=O)CCCCC1C(CCCC(=O)OCC)C=NN1C (stereo not given)
    -21%	-11	-6%	/	/	/	0%	/	i
- CCOC(=O)CNC(=O)N1CCN(c2nnc(C)c3c(C)n(-c4ccc(Cl)cc4)nc23)CC1
    /	-4	-4%	2%	-2%	/	-6%	-1%	/
- CN(C)S(=O)(=O)c1ccc(C(=O)Nc2cc(S(=O)(=O)Nc3ccccc3Cl)ccc2N2CCCCC2)cc1
    -8%	-3	21%	15%	-3%	21%	-8%	-1%	9%
- COc1ccc(N=C2S/C(=C\c3ccc(OCC(=O)O)cc3)C(=O)N2CCc2c[nH]c3ccccc23)cc1
    -19%	-27	?	4µM*	-8%	10%	16µM*	?	-16%
- CS(=O)(=O)CC[C@@H](C(=O)NCCc1ccccc1)N1Cc2ccccc2C1=O
    -6%	/	19%	13%	-1%	/	-7%	2%	4%
- CCCCOc1cccc(C(=O)Nc2ccccc2N2CCCC2)c1
    -14%	-14	97%[activator]	2%	-7%	1%	-16%	-18%	-3%
- Cc1cc(=O)c2c(o1)C(=O)c1occc1C2=O
    10µM*	1	6.3µM*	/	/	/	32µM*	/	?
- O=S(=O)(Nc1ccc2ccccc2c1)c1ccccc1
    -14%	-5	-8%	-1%	-3%	-4%	-7%	?	-1%
- Cc1noc(C(=O)N(C)c2ccccc2)c1Cl
    -1%	-3	6%	?	-11%	34%	4%	-1%	-5%
- CCC(C)n1c(SCC(=O)NC2CCS(=O)(=O)C2)nc2ccccc2c1=O (stereo not given)
    -11%	-2	3%	/	/	23%	-1%	/	-7%

# (continued)
# The line under a structure holds: Pol eta inh	RXFP1 antagonist	POLI inh	Pol beta inh	BLM helicase inh	APEX1 inh	Pol kappa inh	Apoferritin bind	Tb PGK inh
- CC1(C)CC(NS(=O)(=O)c2ccc3ccccc3c2)CC(C)(C)N1
    -1%	6	-20%	8%	3%	38%	-9%	1%	2%
- CCOCCCNC(=O)N1CCN(S(=O)(=O)c2ccc3c(ccn3C)c2)CC1
    -7%	/	-9%	24%	1%	/	-4%[60.1 µM]	-2%	-3%
- COc1ccc(N2C(=O)N[C@@H](Cc3ccccc3)C2=O)cc1OC
    -10%	5	-8%	8%	-1%	13%	1%	-2%	-2%
- O=C(N/N=C/c1ccc[nH]1)c1ccc(Cl)cc1
    -14%	2	10%	1%	3%	1%	-24%	72%[activator]	-4%
- O=C(/C=C/c1ccc(Cl)cc1)OCC(=O)c1ccc[nH]1
    -17%	-3	26%	/	/	20%	-13%	/	-1%
- CSc1cccc(NC(=O)Cn2nc(C)c3sc4ccccc4c3c2=O)c1
    5%	-11	8%	12%	-12%	/	-2%	-3%	-10%
- CCN(CC(=O)NCc1cccs1)S(=O)(=O)c1ccccc1Cl
    -13%	6	79%[activator]	/	/	30%	-7%	/	-6%
- CC(=O)N1CCCc2cc(S(=O)(=O)N3CCCC(C(=O)NCc4ccccc4Cl)C3)ccc21 (stereo not given)
    -18%&3%	3&-12	12%&13%	0%&0%	-1%&-3%	-7%	-2%	-6%&-3%	0%&-7%
- Cc1ccc2nc(-c3ccc(Cl)c(NC(=O)c4cccc([N+](=O)[O-])c4C)c3)oc2c1
    -14%	/	32%[activator]	4%	-6%	/	-12%	7%	7%
- CC(C)C[C@H](NC(=O)[C@H](CCCCN)NC(=O)[C@H](CCCNC(=N)N)NC(=O)[C@H](C)NC(=O)[C@H](CO)NC(=O)[C@H](CCCCN)NC(=O)[C@H](CCCNC(=N)N)NC(=O)[C@H](C)NC(=O)CNC(=O)[C@@H](NC(=O)[C@H](Cc1ccccc1)NC(=O)CNC(=O)CNC(=O)[C@@H](N)Cc1ccccc1)[C@@H](C)O)C(=O)N[C@@H](C)C(=O)N[C@@H](CC(N)=O)C(=O)N[C@@H](CCC(N)=O)C(=O)O
    /	/	/	/	32%[activator]	2%	0%[60.1 µM]	-7%	/
- COc1ccccc1C(=O)NCC(=O)OCCCOC(=O)CNC(=O)c1ccccc1OC
    -7%	-8	23%	17%	-2%	2%	-7%	-6%	-3%
- Cc1cccc(CC2CC(=O)N(c3ncccn3)C2=O)c1 (stereo not given)
    -2%	-5	34%[activator]	1%	-1%	-1%	-10%	-6%	3%[11.5 µM]
- CCn1c(=O)n(CCOC)c(=O)c2c3c(sc21)CCCC3
    -21%	-14	3%	-14%	4%	15%	-17%	-2%	-8%
- CC(=O)NC(CC(C)C)C(=O)NC(Cc1ccccc1)C(=O)CCl (stereo not given)
    -1%	-7	8%	/	/	/	-1%	/	-6%
- O=C(Cn1ccc2ccccc2c1=O)NCC(=O)N1CCN(c2ccccc2F)CC1
    -18%	23	35%[activator]	28%	2%	34%	-1%	-7%	0%

# More structures follow.
# The line under a structure holds: Pol eta inh	RXFP1 antagonist	POLI inh	Pol beta inh	BLM helicase inh	APEX1 inh	Pol kappa inh	Apoferritin bind	Tb PGK inh
- CCCCN(C(=O)c1ccncc1)c1c(N)n(CCC)c(=O)[nH]c1=O
    5%	4	50%[activator]	/	/	-7%	-14%	/	-3%
- CSc1nc(C)nc2c1c(=O)n(C)c(=O)n2C
    -4%	4	-10%	26%	-1%	16%	0%	-13%	-2%
- C#CCOC(=O)C[N+](C)(C)C/C=C/c1ccccc1
    4%	5	74%[activator]	14%	0%	10%	-9%	-2%	5%
- Cc1ccc(C)c(NC(=O)CSc2nnc(NC(=O)Nc3ccccc3)s2)c1
    -6%	5	44%[activator]	-8%	-5%	/	-6%[60.1 µM]	5%	1%
- O=C(N1CCOCC1)N1CCN(S(=O)(=O)N2CCOCC2)CC1
    -8%	4	2%	0%	-1%	2%	-16%	-3%	?
- COc1cccc(/C=C/C(=C2/C(=O)N(c3ccccc3)N=C2C)c2ccccc2)c1OC
    -12%	-7	-7%	-24%	-6%	7%	-2%	8%	-1%
- CCCC(=O)Nc1ccc(NC(=O)c2ccco2)cn1
    -7%	-7	11%	10%	-2%	2%	-4%	-8%	3%
- O=C1CSC(c2cn(-c3ccccc3)nc2-c2cc3ccccc3o2)N1Cc1ccccc1 (stereo not given)
    -23%	-4	20%	-5%	-9%	0%	-4%	-7%	-1%
- CCOc1ccc(C2CC(c3ccc(OC)cc3)n3ncnc3N2)cc1 (stereo not given)
    -11%	-6	-9%	-11%	4%	1%	6%	-1%	-9%
- COc1cccc(/C(O)=C2/C(=O)C(=O)N(CCN3CCOCC3)C2c2cccnc2)c1 (stereo not given)
    -12%	-1	14%	28%	1%	6%	5%	-8%	i
- C=CCOc1cccc(C(=O)N2CCC(CCC(=O)NC3CC3)CC2)c1
    -14%	5	?	2%	-1%	6%	-7%	-11%	-7%
- Cn1nc(C(=O)NNC(=O)c2ccccc2Br)c2ccccc2c1=O
    -6%	6	-25%	/	/	2%	-7%	/	3%
- COCC(=O)N1CCCc2ccccc21
    -6%	-13	1%	2%	-1%	5%	6%	-5%	-18%
- COC(=O)C1=C(C)N(CCc2c[nH]c3ccccc23)C(=O)C1
    -7%	-5	153%[activator]	27%	-4%	3%	0%	-18%	5%
- Cc1[nH]n(-c2ncc(-c3ccc(Cl)cc3)s2)c(=O)c1C(c1ccc(Cl)cc1)C(C#N)C#N (stereo not given)
    32µM*	-88*	-28%	18µM*	?	4%	?	-5%	-2%

# (continued)
# The line under a structure holds: Pol eta inh	RXFP1 antagonist	POLI inh	Pol beta inh	BLM helicase inh	APEX1 inh	Pol kappa inh	Apoferritin bind	Tb PGK inh
- CCOc1cc(CN2CCC(CO)(Cc3cccc(C(F)(F)F)c3)CC2)ccc1OC
    -20%	-9	6%	-20%	2%	12%	-5%	3%	-9%
- CCN1C(=O)C(NC(C)=O)c2cc(OC)ccc21 (stereo not given)
    0%	-22	6%	35%	3%	-1%	4%	-3%	-4%
- CC1(C)CC(=O)C=C(c2cccc(Cl)c2O)C1
    -12%	/	6%	/	/	34%	-1%	/	-2%
- Cc1ccc2c(c1)N(C(=O)CCC(=O)NC1CCCCCC1)CCO2
    -8%	-4	19%	-26%	-1%	17%	-6%	?	10%
- CC(=O)NC12CC3CC(C1)CC(C(=O)Nc1nc4ccc(F)cc4s1)(C3)C2
    -5%	-8	12%	-9%	3%	44%	-4%	-23%	i
- CCOc1ccc(CCNC(=O)CCNC(=O)c2ccccc2Cl)cc1OCC
    -14%	-3	5%	1%	-2%	6%	2%	-13%	i
- CN(C)c1ccc(NC(=O)C2(c3cccs3)CCOCC2)cc1
    -14%	-7	3%	-11%	2%	/	-8%[60.1 µM]	58%[activator]	0%
- CC(C)n1c2ccccc2c2nc3ccccc3nc21
    -15%	-7	?	5%	-2%	-2%	0%	4%	-1%
- CC(C)(C)c1cc(C(=S)N2CCCC2)cc(C(C)(C)C)c1O
    3%	-5	3%	6%	-9%	-13%	1%	-10%	-10%
- O=C(c1ccccc1)C(CCc1ccccn1)CCc1ccccn1
    -4%	-9	41%[activator]	/	/	/	-22%	/	-2%
- Cc1ccc(CSCC(=O)N2CCN(c3ccccc3F)CC2)cc1
    -16%	10	4%	0%	-3%	/	-10%[60.1 µM]	-15%	i
- N#Cc1c(-c2ccccc2)nc(SCc2cccc(Cl)c2)[nH]c1=O
    ?	-22	80%[activator]	?	-7%	-8%	-14%	-12%	-16%
